# Screens (PubChem BioAssay)
# CHRM5 agonist: human M5 muscarinic receptor agonists, primary screen, CHO-K1 cells, Fluo-8 calcium fluorescence; CHO-K1 hM5 cells; 0% DMSO wells, 100% maximal acetylcholine response; activation, % at 3 µM; 0.19% of 360,000 active; AID 624037, 2012;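 active = activation above the run's mean over test compounds plus 3 SD, cut at about 23% in these data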;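 note: signal is peak over basal fluorescence ratio across the kinetic read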
# Target sequence (P08912 whole entry, looked up): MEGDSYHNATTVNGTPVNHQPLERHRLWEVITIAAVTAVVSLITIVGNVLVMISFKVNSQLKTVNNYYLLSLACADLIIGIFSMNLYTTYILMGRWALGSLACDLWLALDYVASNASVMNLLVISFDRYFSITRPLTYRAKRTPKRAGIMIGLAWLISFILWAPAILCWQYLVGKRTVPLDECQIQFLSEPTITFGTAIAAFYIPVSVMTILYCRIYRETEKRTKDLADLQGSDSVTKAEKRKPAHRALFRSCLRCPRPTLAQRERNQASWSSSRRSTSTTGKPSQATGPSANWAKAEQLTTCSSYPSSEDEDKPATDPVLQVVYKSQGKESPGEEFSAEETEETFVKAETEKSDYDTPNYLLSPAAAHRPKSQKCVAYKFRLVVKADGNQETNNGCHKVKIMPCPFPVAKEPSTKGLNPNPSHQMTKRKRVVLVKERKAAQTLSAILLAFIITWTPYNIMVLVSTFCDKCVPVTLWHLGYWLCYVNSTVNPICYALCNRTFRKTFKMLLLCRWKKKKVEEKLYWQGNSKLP
# TAAR1 agonist: human TAAR1 agonists, primary screen, Fluo-8 calcium fluorescence, CHO RD-HGA16 cells; 0.99% of 360,000 active; Trace amine-associated receptor 1 (Homo sapiens), Q96RJ0; vehicle wells 0%, saturating PEA agonist 100%; AID 624467, 2012; activation, % at 3 µM;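 active = activation above the mean activation of all test compounds in the run plus 3 SD, cut at about 38% in these data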
# Target sequence (Q96RJ0 whole entry, looked up): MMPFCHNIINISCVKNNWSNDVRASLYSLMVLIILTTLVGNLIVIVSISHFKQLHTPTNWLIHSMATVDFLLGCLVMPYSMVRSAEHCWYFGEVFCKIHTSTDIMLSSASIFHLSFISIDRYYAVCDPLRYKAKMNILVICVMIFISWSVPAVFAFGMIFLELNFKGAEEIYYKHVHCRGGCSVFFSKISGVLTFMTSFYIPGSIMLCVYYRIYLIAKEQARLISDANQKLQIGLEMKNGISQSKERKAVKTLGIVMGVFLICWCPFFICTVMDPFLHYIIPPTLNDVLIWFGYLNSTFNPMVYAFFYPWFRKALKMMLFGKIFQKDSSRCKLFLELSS
#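 Test system: RD-HGA16 (CHO) cells co-expressing Gα16 and hTAAR1 | Doses: Single dose, 3 µM | Schedule: 17-24 h seeding, 75 min 37 °C dye, 30 min RT | Evaluation: % activation from peak over basal fluorescence ratio, DMSO-to-PEA scaled | Technique: Kinetic Fluo-8 calcium fluorescence | Benchmarks: Low control DMSO, high control PEA (EC100)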
# CHRM5 antagonist: human M5 muscarinic receptor antagonists, primary screen, CHO cells, Fluo-8 calcium fluorescence. AID 624040, 2012. 0.59% of 360,000 active. inhibition, % at 3 µM. CHO-hM5 cells, ACh EC80;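 active = inhibition above a per-plate cutoff, the mean of that plate's test compounds plus 3 SD, cut at about 27% in these data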;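 note: 0% = acetylcholine EC80 with DMSO and 100% = DMSO without agonist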
# CHRM1 PAM: human M1 muscarinic receptor positive allosteric modulators, primary screen, CHO-K1 cells, Fluo-8 calcium fluorescence, 1536-well; activation, % at 3 µM; 0.088% of 360,000 active; AID 588819, 2011; CHO-K1 hM1, ACh EC20; 0% = ACh EC20, 100% = maximal ACh; in the data active = activation above about 19%, passing the limit was not always enough
# CHRM5 PAM: human M5 muscarinic receptor positive allosteric modulators, primary screen, CHO-K1 cells, Fluo-8 calcium fluorescence; Muscarinic acetylcholine receptor M5 (Homo sapiens), P08912; CHO-K1 hM5, ACh EC20 PAM; 0% = ACh EC20, 100% = ACh EC100; activation, % at 3 µM; 0.3% of 360,000 active; AID 624038, 2012;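 active = activation above the run cutoff, the mean activation of all test compounds plus 3 SD, cut at about 18% in these data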
#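 Measured by: Fluo-8 calcium fluorescence; material: human M5 receptor in CHO-K1 cells; schedule: Post-acetylcholine fluorescence recording 140 s; benchmarks: low control EC20 acetylcholine (0%), high control EC100 acetylcholine (100%); read-out: Max/basal fluorescence ratio as % of EC20–EC100 ACh window; compound: single dose, 3 µM nominal final test concentration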
# M1 ag: human M1 muscarinic receptor agonists, primary screen, Fluo-8 calcium fluorescence, CHO-K1 cells, HTS. CHO-K1 hM1, agonist mode; 0% DMSO, 100% acetylcholine EC100. activation, % at 3 µM. 0.33% of 360,000 active;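 active = activation above the run's mean compound activation plus 3 SD, cut at about 16% in these data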;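 note: peak over basal fluorescence ratio within a 140 s kinetic read after compound addition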
# M4 antag: human M4 muscarinic receptor antagonists, primary screen, CHO cells, Fluo-8 calcium fluorescence; inhibition, % at 3 µM; Muscarinic acetylcholine receptor M4 (Homo sapiens), P08173; 0.73% of 360,000 active; CHO-hM4 cells, ACh EC80;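 active = inhibition above its plate's cutoff, the mean inhibition of sample wells plus 3 SD, cut at about 27% in these data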;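 note: 0% = acetylcholine EC80 with DMSO and 100% = DMSO without agonist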
# M1 antag: human M1 muscarinic receptor antagonists, primary screen, CHO-K1 cells, Fluo-8 calcium fluorescence, 1536-well | Muscarinic acetylcholine receptor M1 (Homo sapiens), P11229 | CHO-K1 hM1, ACh EC80 antagonist | inhibition, % at 3 µM | 1.3% of 360,000 active;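 active = percent inhibition above its own plate's cutoff, namely the mean of that plate's compound wells plus 3 SD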;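 note: peak over basal fluorescence ratio during 140 s after agonist addition; 0% = ACh EC80 plus DMSO and 100% = DMSO alone without agonist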
# CHRM4 agonist: human M4 muscarinic receptor agonists, primary screen, CHO-K1 cells, Fluo-8 calcium fluorescence | Muscarinic acetylcholine receptor M4 (Homo sapiens), P08173 | CHO-K1 hM4/Gqi5; vehicle 0%, full acetylcholine response 100% | activation, % at 3 µM | 0.14% of 360,000 active;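 active = activation above the run mean over all test wells plus 3 SD, cut at about 32% in these data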;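 note: peak over basal fluorescence ratio per well then scaled between controls; 0% = DMSO wells and 100% = acetylcholine at EC100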
# * marks the source's active call; other numbers are inactive results; & = joins results of further samples.
compound,TAAR1 agonist,CHRM4 agonist,M4 antag,CHRM5 agonist,CHRM5 PAM,M1 ag,CHRM5 antagonist,M1 antag,CHRM1 PAM
Cc1ccc(-c2ccc(CN3C(CC(C)C)C(=O)N(Cc4cn(CC5CCCCC5)nn4)CCS3(=O)=O)cc2)cc1 (stereo not drawn),0,1,-10,0,0,-2,-3,-11,3
O=C(Nc1nc(-c2nc3ccccc3s2)cs1)C1CC1,10,3,5,1,-2,-2,1,-19,10
CCn1c(=O)cc(SCC(=O)Nc2ccc3c(c2)OCCO3)c2ccccc21,6,-1,4,3,8,-3,-12,-1,6
O=S(=O)(Nc1ccc(-c2nnc(SCc3ccc(Cl)cc3)o2)cc1)c1ccccc1,8,2,5,-2,-4,-3,-4,-4,-3
Cc1cccc(C)c1NC(=O)NNC(=O)c1cc(C(C)(C)C)nn1Cc1ccccc1,1,0,-6,1,6,0,-1,-15,17
Cc1cc(C)c(C)c(S(=O)(=O)NCc2ccc(C(=O)NCC3CCCO3)cc2)c1C (stereo not drawn),5,3,1,-5,-3,1,22,-5,14
Nc1ccc(Cn2ccc3c4c(N)nc(N)nc4ccc32)cc1,3,0,0,-10,2,-9,12,-3,-8
C=CCOC(=O)C1=C[C@@H](c2csc3ccccc23)C[C@@H](OCCCCO)O1,3,-1,-25,5,5,-4,-3,-5,5
O=C(CN1C(=O)/C(=C/c2ccccc2F)Oc2ccccc21)N1CCN(c2ccccn2)CC1,5,-1,-4,1,-3,-1,11,-9,8
O=C(COC(=O)Cn1cnc2ccccc21)Nc1ccc(Br)cc1,13,4,2,2,-1,0,-2,-19,14
CC(C)[C@H](NC(=O)c1ccco1)C(=O)OCC(=O)Nc1cccc(F)c1,11,2,-5,-5,1,-6,7,-5,6
Cc1ccc(C(=O)NCCC2=CCCCC2)cc1S(=O)(=O)N1CCCCC1,7,8,-7,-3,-10,-1,7,-5,5
COc1cc(NC(=O)C2CCN(S(=O)(=O)c3ccc4c(c3)CC(C)N4C(C)=O)CC2)cc(OC)c1OC (stereo not drawn),2,1,2,-2,4,-3,-8,-10,5
Cc1ccc(-c2cc(C(=O)Nc3cc(C)on3)no2)cc1,8,-1,6,-1,-5,-4,13,6,-6
O=C(Nc1nc2ccccc2[nH]1)c1cccc(F)c1,2,3,5,0,0,-3,7,1,-2
C[C@H]1CCCCO[C@@H](CN(C)S(=O)(=O)c2ccc(F)cc2)[C@@H](C)CN([C@@H](C)CO)C(=O)c2cc(NC(=O)Nc3ccc4c(c3)OCO4)ccc2O1,6,0,4,0,3,-5,-4,-10,1
Cc1ccc2nc(Cl)c3cc(C(=O)N(CCN(C)C)Cc4ccco4)sc3c2c1,2,2,8,-4,-5,-12,11,-2,8
CCn1c(SCC(=O)NCC(=O)Nc2ccc(F)cc2)nnc1-c1cccs1,12,3,7,5,-7,-5,5,5,-7
Cc1ccc(CC(=O)N2CCN(c3ccccn3)CC2)cc1,9,1,7,-3,1,-4,5,-25,9
Cc1ccc(C)c(S(=O)(=O)N2CCCCC2CCNC(=O)C(=O)NCCc2ccco2)c1 (stereo not drawn),3,2,-4,1,1,-3,3,-16,12
CCN(CC(=O)Nc1c(F)cccc1F)C(=O)/C=C/c1ccc(C)o1,-1,1,-5,3,2,-2,1,-7,8
NC(=O)C1(c2ccccc2)OC1c1ccccc1 (stereo not drawn),17,1,-14,3,5,-2,-6,-1,2
COc1ccccc1NC(=O)COC(=O)c1ccc2c(c1)nc(C)n2-c1ccccc1,3,5,-1,-3,-2,-7,-3,12,-5
C[C@@H]1CN([C@H](C)CO)C(=O)CCCn2nncc2CO[C@H]1CN(C)S(=O)(=O)c1ccc(C#N)cc1,0,0,-1,1,1,-5,-5,16,-8
Cc1ccc(SCc2nc(-c3cccnc3)no2)cc1,10,2,-8,4,-5,1,1,-45,8
COc1ccc(Cl)cc1S(=O)(=O)N(C)CC(=O)NCc1ccccn1,3,1,-9,-1,6,-4,-1,-24,18
Cc1ccc(S(=O)(=O)N2CCN(C(=O)CCC(=O)NCc3ccc(F)cc3)CC2)cc1,-2,0,-4,-1,-2,-3,5,-13,12
CCOC(=O)N1CCN(C(=O)c2cc3c(=O)n4ccccc4nc3s2)CC1,5,-1,8,-5,-6,-4,6,-4,5
NS(=O)(=O)c1ccc(NC(=S)NC(=O)C2CCCCC2)cc1,1,0,5,-7,5,-5,1,10,4
CCOC(=O)C1(Cc2ccccc2C)CCCN(C(=O)c2ccc3nccnc3c2)C1 (stereo not drawn),15,17,13,4,-12,3,13,17,-2
Cc1ccc(OC(C)C(=O)N/N=C/c2ccccn2)cc1 (stereo not drawn),4,1,0,1,0,-3,-2,-3,14
CC(C)(C)n1nnnc1C(c1cccs1)N(Cc1ccc(Cl)cc1)CC1CCCO1 (stereo not drawn),-1,-1,3,-5,-7,-2,0,-11,-12
COc1ccc(C=NCCc2ccc(OC)c(OC)c2)cc1OC,30,1,-10,0,4,5,1,-8,8
CCN(CC(=O)NC1CCCCC1)S(=O)(=O)c1ccc(Cl)cc1,4,0,-1,-1,1,-5,-10,-9,3
Cc1cc(C)c(CSc2ncc(-c3ccc([N+](=O)[O-])cc3)[nH]2)c(C)c1,7,4,36*,-3,-14,-3,19,41,-20
Cc1cccc(C(=O)Nc2ccc(N3CCN(c4ccc(C(F)(F)F)cn4)CC3)nc2)c1,1,1,5,-3,0,-4,9,-14,10
CCCOP(=O)(c1ccccc1)c1ccccc1,1,0,-7,-2,-1,-2,8,-18,15
COc1cc(N=c2ssnc2Cl)c(OC)cc1Cl,59*,7&3,5&1,12&5,-2&-9,10&8,3&1,2&5,4&3
COc1ccc(NC(=O)c2ccco2)cc1NC(=O)c1ccc(C#N)cc1F,3,4,4,-6,-4,0,11,-7,8
CNCc1c(OCc2ccc(F)cc2)ccc2ccccc12,4,4,4,1,4,-6,11,-2,2
Cc1cccc(CN2CCC(CNC(=O)Nc3ccccc3F)CC2)c1,0,19,10,0,-10,-5,8,10,-8
CCNc1nc(NCC)n2c(SCC(=O)Nc3ccc(C(F)(F)F)cc3[N+](=O)[O-])nnc2n1,0,0,-2,-1,-5,-8,7,-9,12
Clc1c2c(nc3ccccc13)CCC2,0,-1,10,-1,3,-5,10,-3,3
CCOc1ccc(NC(=O)CC2C(=O)N(c3ccc(OC)cc3)C(=O)N2CCc2ccc(OC)c(OC)c2)cc1 (stereo not drawn),1,4,-10,0,-4,-7,-3,7,-7
C=CCNC(=O)c1c(CSc2ccccc2)noc1C(=O)NCc1ccccc1,10,0,-5,-5,5,-2,5,-12,17
CC(C)c1nc(=S)c2ccccc2[nH]1,11,0,11,0,1,-3,-2,-8,8
CCOc1ccc(N(Cc2nnc3n2CCCCC3)C(=O)Nc2cccc(C)c2)cc1,3,0,2,1,6,-1,-1,-26,5
O=C(Nc1ccc(Cl)cc1)OCc1cn(-c2ccc(Cl)cc2)nn1,20,0,3,1,-9,-2,7,3,2
CSCCC(NC(=O)C12CC3CC(CC(C3)C1)C2)C(=O)OCC(=O)c1ccc(C)cc1 (stereo not drawn),1,1,-3,0,-2,-4,-5,-3,10
COc1cccc(CNC(=O)C2(C)CCCCN2C)c1 (stereo not drawn),0,0,-15,-4,-1,-9,-6,-20,16
COc1ccccc1Cn1c(CCCO)nc2ccccc21,15,2,-11,-1,-3,2,-9,-46,4
Cc1ccc(NC(=O)CCSc2nc(C)cc(C)n2)cc1,3,0,-2,-5,-5,-5,2,-4,7
O=C(Nc1ccccc1Cl)c1cc(C2CCCN(C(=O)C3CCCCC3)C2)on1 (stereo not drawn),0,5,-16,-1,3,-5,-9,-13,-1
Cc1ccc(S(=O)(=O)N(C)CC(=O)N2CCC(C(N)=O)CC2)cc1,3,0,-5,-2,-5,-2,19,11,1
CN(CC(=O)Nc1ccc(F)c(F)c1F)C(=O)C1CCCO1 (stereo not drawn),0,0,-3,0,-3,5,4,-9,15
C=CCn1c(-c2sc(-c3ccccc3)nc2C)n[nH]c1=S,-2,1,-9,-3,8,-4,5,-2,6
COC(=O)c1ccc(C(=O)OC)c(NC(=O)CCS(=O)(=O)Cc2ccccc2)c1,7,3,-10,-3,-3,-1,22,-2,1
CCC(C(=O)NCc1ccccc1OC)c1ccccc1 (stereo not drawn),1,-1,8,-4,7,-6,3,1,5
COc1ccc(CCNC(=O)c2oc3ccc(OC)cc3c2C)cc1,-1,1,-16,-7,3,-4,-3,-7,6
Cc1c(C)n(C(=O)CN2CCN(c3ccccn3)CC2)c2ccccc12,6,3,-5,-1,-2,-2,7,-19,-2

# (more compounds)
compound,TAAR1 agonist,CHRM4 agonist,M4 antag,CHRM5 agonist,CHRM5 PAM,M1 ag,CHRM5 antagonist,M1 antag,CHRM1 PAM
COc1ccccc1CNC(=O)C1CCC(CNS(=O)(=O)c2ccc(F)cc2)CC1 (stereo not drawn),10,2,0,-5,4,-2,-3,-10,14
Cc1cccc(C)c1NC(=O)C(=O)NCC1CCCN1S(=O)(=O)c1ccccc1 (stereo not drawn),0,0,17,2,-7,-4,6,4,-4
CCCN(CCC)CCCNC(=O)C1c2cc(OC)c(OC)cc2C(=O)N(C)C1c1cccs1 (stereo not drawn),8,3,-2,0,8,-3,3,-8,13
Cc1ccc(C)n1-c1ccc(C(=O)NC2CCN(Cc3ccccc3)CC2)cc1,2,1,3,-5,-2,-9,3,0,-4
CNC(=O)NC(=O)CSc1ccc(S(=O)(=O)N2CCOCC2)cn1,0,1,2,1,7,-4,-2,-9,6
O=C(NCCc1ccc(Cl)cc1)C1CCC(=O)N1C1CCCC1 (stereo not drawn),4,0,4,-1,0,-6,-1,10,-3
Cc1ccc(Cn2c(C(C)Nc3nc(-c4ccc(C)cc4)cs3)nc3cc(Cl)c(Cl)cc32)cc1 (stereo not drawn),3,1,12,3,-5,1,3,-8,12
COc1ccc(S(=O)(=O)N2CCN(C(=O)c3cc(C)oc3C)CC2)cc1,13,3,4,-3,8,-9,-1,-2,11

# An excerpt of these results, with values under each structure.
# Every second line gives: TAAR1 agonist	CHRM4 agonist	M4 antag	CHRM5 agonist	CHRM5 PAM	M1 ag	CHRM5 antagonist	M1 antag	CHRM1 PAM
- Cc1ccc(Cn2c(C(C)Nc3nc(-c4ccc(C)cc4)cs3)nc3cc(Cl)c(Cl)cc32)cc1 (stereo not drawn)
→ 3	1	12	3	-5	1	3	-8	12
- Cc1ccc(C)n1-c1ccc(C(=O)NC2CCN(Cc3ccccc3)CC2)cc1
→ 2	1	3	-5	-2	-9	3	0	-4

# The list is partial; count on the stated rates, not on these rows.
